SENP8 block-1: SENP8 protease inhibition; Q96LD8; purified SENP8, Z-RLRGG-aminoluciferin cleavage, luminescence; inhibition, % at 10 µM; 330,000 tested, 1.2% active; AID 2540; in the data active = inhibition above about 50%
SENP6 inh: blocks the human protease SENP6; Q9GZR1; Recombinant SENP6 catalytic domain, aminoluciferin luminescence; inhibition, % at 10 µM; 330,000 tested, 1.8% active; AID 2599;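 active = inhibition above about 50% at the single tested dose, limit read from the data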;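 also: plate controls were DMSO wells with enzyme for no effect and DMSO wells lacking enzyme for full effect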
Target sequence (Q9GZR1 628-1112 limits assumed): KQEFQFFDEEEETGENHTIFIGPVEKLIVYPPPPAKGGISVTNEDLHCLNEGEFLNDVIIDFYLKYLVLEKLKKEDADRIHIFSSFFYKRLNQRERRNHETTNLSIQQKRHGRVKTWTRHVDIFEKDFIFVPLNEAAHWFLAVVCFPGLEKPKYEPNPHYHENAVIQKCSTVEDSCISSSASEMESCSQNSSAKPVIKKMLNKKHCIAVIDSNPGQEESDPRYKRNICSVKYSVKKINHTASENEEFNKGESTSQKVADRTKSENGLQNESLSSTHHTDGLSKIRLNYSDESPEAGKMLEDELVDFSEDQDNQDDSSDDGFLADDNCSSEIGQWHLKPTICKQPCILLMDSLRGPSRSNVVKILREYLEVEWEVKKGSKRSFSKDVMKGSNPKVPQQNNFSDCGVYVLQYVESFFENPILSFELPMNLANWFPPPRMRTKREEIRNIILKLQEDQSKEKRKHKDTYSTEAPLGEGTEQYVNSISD
SENP7 inh: SENP7 protease inhibition; recombinant SENP7, Z-RLRGG-aminoluciferin luminescence, 40 min; inhibition, % at 5 µM; 330,000 tested, 1.5% active;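 active = inhibition above about 50% at the single test dose, limit read from the data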;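 also: plate controls were DMSO with enzyme for no effect and no enzyme buffer wells for full effect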
Target sequence (Q9BQF6 706-1050 limits assumed): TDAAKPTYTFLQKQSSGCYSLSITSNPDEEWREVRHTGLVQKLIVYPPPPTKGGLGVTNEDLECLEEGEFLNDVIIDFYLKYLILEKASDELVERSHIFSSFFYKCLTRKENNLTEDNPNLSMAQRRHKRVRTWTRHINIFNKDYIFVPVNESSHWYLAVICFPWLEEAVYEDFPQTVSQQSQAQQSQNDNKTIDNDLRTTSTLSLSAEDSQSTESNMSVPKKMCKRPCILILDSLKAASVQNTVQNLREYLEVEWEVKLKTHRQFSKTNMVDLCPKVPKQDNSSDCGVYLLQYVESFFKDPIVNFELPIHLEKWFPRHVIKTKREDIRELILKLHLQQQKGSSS
APOBEC3G inh: blocks human APOBEC3G single-stranded DNA deamination; Q9HC16; recombinant A3G, ssDNA deamination FAM/TAMRA fluorescence; inhibition, % at 20 µM; 330,000 tested, 0.28% active;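 active = inhibition of at least 40% at 20 µM, with no more than 30% in the related APOBEC3A deaminase screen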;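 also: plate controls were DMSO wells with A3G for no effect and wells lacking A3G enzyme for full effect; some compounds called inactive have numbers as strong as hits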
UBC13 polyUb: blocks human UBC13 polyubiquitin chain formation; P61088; TR-FRET; inhibition, % at 20 µM; 330,000 tested, 0.47% active; in the data active = inhibition above about 45%, passing the limit was not always enough
Target sequence (P61088 whole entry, looked up): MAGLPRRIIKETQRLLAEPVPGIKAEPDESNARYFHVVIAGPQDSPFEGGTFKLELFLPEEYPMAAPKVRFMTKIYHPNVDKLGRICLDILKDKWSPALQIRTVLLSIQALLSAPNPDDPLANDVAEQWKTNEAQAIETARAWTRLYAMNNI
SENP1 FRET inh: SENP1 (human) catalytic domain inhibition; Q9P0U3; recombinant SENP1 catalytic domain, CyPet-SUMO1-YPet FRET cleavage; inhibition, % at 10 µM; 360,000 tested, 0.21% active; AID 624204;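 active = inhibition at least 30% at 10 µM, raw YFP signal under a set limit, fluorescence ratio 0.5 to 1.5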;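 also: 0% = enzyme with DMSO and 100% = no enzyme wells; some results filed as inactive read as strong as hits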
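System: Recombinant human SENP1 catalytic domain, His6-tagged | Incubation: Enzyme reaction for 50 min at room temperature, dark | Medium: Tris pH 8 with BME, BSA, NP40 and catalase | Also added: 25 nM SUMO1 FRET substrate | Compound: 10 µM single point, 0.5% DMSO | Measured by: FRET fluorescence in CFP and YFP emission channels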
SENP8 block-2: blocks human SENP8 cleavage of Nedd8 substrate; inhibition, % at 20 µM; 360,000 tested, 0.64% active; recombinant SENP8, Nedd8 substrate fluorescence; AID 602440; in the data active = inhibition mostly above about 40%, no sharp cut-off; inactive = mostly below about 27%
Apaf-1 inh: blocks human Apaf-1 apoptosome activity; AID 489030; 330,000 tested, 0.71% active; inhibition, % at 20 µM; reconstituted apoptosome caspase-3 activity, DEVD-Rh110 fluorescence; active = inhibition of at least 40% at 20 µM;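 also: plate controls were DMSO wells for no effect and DEVD-CHO caspase inhibitor wells for full effect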
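Material: cell-free apoptosome with Apaf-1, procaspase-3 and caspase-9; Buffer or medium: Hepes pH 7.5 with detergent and BSA; Reagent: cytochrome c trigger plus (Z-DEVD)2-Rh110 caspase-3 substrate; Times: compound with Apaf-1, dATP, procaspase-3 30 min, then 50 min reaction, room temperature; Technique: Rh110 fluorescence intensity.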
Active calls of the source: *.

Sample of the layout, 2 compounds:
Screening CC(C)CN(C)Cc1c(C(=O)N2CCc3ccccc3C2)nc2ccc(Cl)cn12 returned SENP8 block-1 0, SENP6 inh -9, SENP7 inh -3, APOBEC3G inh -11, UBC13 polyUb -2, SENP1 FRET inh -3, SENP8 block-2 -7 and Apaf-1 inh 6.
For Cn1cnnc1SCC(=O)N1CCN(C(=O)c2ccco2)CC1 the results were SENP8 block-1 -7, SENP6 inh 0, SENP7 inh 7, APOBEC3G inh -6, UBC13 polyUb 9, SENP1 FRET inh 0, SENP8 block-2 11 and Apaf-1 inh -4.

Main list (from the top)
Screening CC(C)CN(C)Cc1c(C(=O)N2CCc3ccccc3C2)nc2ccc(Cl)cn12 returned SENP8 block-1 0, SENP6 inh -9, SENP7 inh -3, APOBEC3G inh -11, UBC13 polyUb -2, SENP1 FRET inh -3, SENP8 block-2 -7 and Apaf-1 inh 6.
For Cn1cnnc1SCC(=O)N1CCN(C(=O)c2ccco2)CC1 the results were SENP8 block-1 -7, SENP6 inh 0, SENP7 inh 7, APOBEC3G inh -6, UBC13 polyUb 9, SENP1 FRET inh 0, SENP8 block-2 11 and Apaf-1 inh -4.
`CCN(CC)CCN(C(=O)c1ccc([N+](=O)[O-])cc1)c1nc2c(OC)cccc2s1` gave SENP8 block-1 3, SENP6 inh -7, SENP7 inh 10, APOBEC3G inh 6, UBC13 polyUb 0, SENP1 FRET inh -2, SENP8 block-2 12 and Apaf-1 inh -1.
`CCCn1c(N2CCN(C)CC2)nc2c1c(=O)[nH]c(=O)n2C` gave SENP8 block-1 3, SENP6 inh 0, SENP7 inh 5, APOBEC3G inh 0, UBC13 polyUb 4, SENP1 FRET inh 0, SENP8 block-2 11 and Apaf-1 inh -10.
For Cc1ccc(-c2noc(-c3ccccc3Br)n2)cc1 the results were SENP8 block-1 80*, SENP6 inh 76*, SENP7 inh 90*, APOBEC3G inh -1, UBC13 polyUb -1, SENP1 FRET inh -1, SENP8 block-2 16 and Apaf-1 inh 20.
Screening COc1cccc2cc(C(=O)c3ccccc3)oc12 returned SENP8 block-1 61*, SENP6 inh 73*, SENP7 inh 62*, APOBEC3G inh -3, UBC13 polyUb 13, SENP1 FRET inh 1, SENP8 block-2 6 and Apaf-1 inh 2.
For O=C(CCc1nc2ccccc2s1)c1ccccc1 the results were SENP8 block-1 5, SENP6 inh 37, SENP7 inh -6, APOBEC3G inh -10, UBC13 polyUb -8, SENP1 FRET inh -15, SENP8 block-2 9 and Apaf-1 inh 3.
For COc1cc(CNCCO)cc(Br)c1OCc1ccccc1 the results were SENP8 block-1 -12, SENP6 inh -13, SENP7 inh -11, APOBEC3G inh -6, UBC13 polyUb 2, SENP1 FRET inh 0, SENP8 block-2 30 and Apaf-1 inh 6.
CCOc1ccccc1OCCCC(=O)NC1CCCc2ccccc21 (stereo unspecified) was read as SENP8 block-1 5, SENP6 inh 9, SENP7 inh 7, APOBEC3G inh -3, UBC13 polyUb -9, SENP1 FRET inh 1, SENP8 block-2 10 and Apaf-1 inh 9.
Screening CCC(C)C(NC(=O)C1CCC(C)CC1)C(=O)NC(C(=O)OC)C(C)C (stereo unspecified) returned SENP8 block-1 -1, SENP6 inh -8, SENP7 inh -4, APOBEC3G inh -6, UBC13 polyUb -2, SENP1 FRET inh 1, SENP8 block-2 16 and Apaf-1 inh -18.
Screening COc1ccc(N=Cc2c(O)[nH]c3ccccc23)cc1 returned SENP8 block-1 66*, SENP6 inh 28, SENP7 inh 68*, APOBEC3G inh -6, UBC13 polyUb -28, SENP1 FRET inh -42, SENP8 block-2 11 and Apaf-1 inh 34.
C/C(=N\NC(=O)c1nn(C)cc1Br)c1cccc(NC(=O)c2ccncc2)c1 was read as SENP8 block-1 -8, SENP6 inh -6, SENP7 inh -2, APOBEC3G inh -4, UBC13 polyUb 5, SENP1 FRET inh 1, SENP8 block-2 23 and Apaf-1 inh -1.
Screening Cc1ccc(S(=O)(=O)/N=C(\CN2CCOCC2)N2CCCC2)cc1 returned SENP8 block-1 3, SENP6 inh -6, SENP7 inh 9, APOBEC3G inh -6, UBC13 polyUb 2, SENP1 FRET inh 4, SENP8 block-2 7 and Apaf-1 inh -10.
Screening COCc1ccc(C(=O)N2CCN(CC(=O)N3CCCC3)CC2)cc1 returned SENP8 block-1 9, SENP6 inh -8, SENP7 inh 1, APOBEC3G inh -6, UBC13 polyUb -2, SENP1 FRET inh 0, SENP8 block-2 14 and Apaf-1 inh -4.
`COC(=O)CCN(Cc1ccccc1)S(=O)(=O)c1ccccc1Br` gave SENP7 inh 2, APOBEC3G inh 0, SENP1 FRET inh 0, SENP8 block-2 -2 and Apaf-1 inh 10.
`CC(C)C(=O)N1CCN(c2ccc(NC(=O)COc3ccccc3[N+](=O)[O-])cc2)CC1` gave SENP8 block-1 1, SENP6 inh 7, SENP7 inh 1, APOBEC3G inh -2, UBC13 polyUb 2, SENP1 FRET inh 0, SENP8 block-2 -4 and Apaf-1 inh 9.
Screening CC1=NN(C(=O)COc2cc(C)ccc2C(C)C)C(O)(c2ccccc2)C1 (stereo unspecified) returned SENP8 block-1 -7, SENP6 inh -26, SENP7 inh -12, APOBEC3G inh -5, UBC13 polyUb -3, SENP1 FRET inh 1, SENP8 block-2 22 and Apaf-1 inh 21.
Screening Cc1cc(C)c(OCC(O)CNC(C)(C)C)c(C)c1 (stereo unspecified) returned SENP8 block-1 1, SENP6 inh 3, SENP7 inh 4, APOBEC3G inh -6, UBC13 polyUb 2, SENP1 FRET inh -2, SENP8 block-2 22 and Apaf-1 inh -17.
`Cc1cc(=O)n2[nH]cnc2n1` gave SENP8 block-1 -10, SENP6 inh -9, SENP7 inh -5, APOBEC3G inh -11, UBC13 polyUb -3, SENP1 FRET inh 2, SENP8 block-2 9 and Apaf-1 inh -6.
COc1ccc2[nH]c(C)c(CCNC(=S)Nc3cc(C)ccc3C)c2c1 was read as SENP8 block-1 -4, SENP6 inh -4, SENP7 inh -2, APOBEC3G inh -7, UBC13 polyUb 9, SENP1 FRET inh 3, SENP8 block-2 -2 and Apaf-1 inh 6.
For Cc1ccc(S(=O)(=O)CCC(=O)OCC(=O)Nc2cc(C)on2)cc1 the results were SENP8 block-1 -4, SENP6 inh -11, SENP7 inh -10, APOBEC3G inh -11, UBC13 polyUb -5, SENP1 FRET inh 0, SENP8 block-2 5 and Apaf-1 inh -25.
For O=C(c1cc(-c2cccc(Cl)c2)on1)N1CCCC1 the results were SENP8 block-1 -8, SENP6 inh -12, SENP7 inh 2, APOBEC3G inh -9, UBC13 polyUb 1, SENP1 FRET inh 2, SENP8 block-2 6 and Apaf-1 inh 15.
Screening Cc1cccc(N/N=C(\C(N)=O)C2=NC(C)(C)Cc3ccccc32)c1 returned SENP8 block-1 -5, SENP6 inh -1, SENP7 inh -5, APOBEC3G inh 2, UBC13 polyUb -3, SENP1 FRET inh 2, SENP8 block-2 27 and Apaf-1 inh 22.
CCCc1cc(=O)[nH]c(SCC(=O)Nc2ccc(C)cc2)n1 was read as SENP8 block-1 6, SENP6 inh -13, SENP7 inh 0, APOBEC3G inh -7, UBC13 polyUb 6, SENP1 FRET inh -1, SENP8 block-2 6 and Apaf-1 inh -5.
For CN(C)S(=O)(=O)c1ccc(NC(=O)c2cc(F)c(F)cc2Cl)cc1 the results were SENP8 block-1 -13, SENP6 inh -6, SENP7 inh -1, APOBEC3G inh -4, UBC13 polyUb -6, SENP1 FRET inh 0, SENP8 block-2 12 and Apaf-1 inh 1.
`O=C(NC1CCCCCCC1)c1ccccc1O` gave SENP8 block-1 5, SENP6 inh -4, SENP7 inh 16, APOBEC3G inh 13, UBC13 polyUb 6, SENP1 FRET inh -2, SENP8 block-2 -83 and Apaf-1 inh 19.
`O=C(COC(=O)c1ccccc1[N+](=O)[O-])NNC(=O)c1cccs1` gave SENP8 block-1 -5, SENP6 inh -14, SENP7 inh -6, APOBEC3G inh -4, UBC13 polyUb 9, SENP1 FRET inh 3, SENP8 block-2 -2 and Apaf-1 inh 6.
`O=C(Cn1cnc2c(nnn2-c2ccccc2)c1=O)NCc1ccc(F)cc1` gave SENP8 block-1 -4, SENP6 inh -10, SENP7 inh 10, APOBEC3G inh 16, UBC13 polyUb -3, SENP1 FRET inh 0, SENP8 block-2 12 and Apaf-1 inh -6.
`CC1(NC(=O)Cc2csc(-c3ccc(Cl)cc3)n2)CCS(=O)(=O)C1` (stereo unspecified) gave SENP8 block-1 8, SENP6 inh -4, SENP7 inh 11, APOBEC3G inh -2, UBC13 polyUb 6, SENP1 FRET inh 0, SENP8 block-2 -7 and Apaf-1 inh 5.
`CCN(CC)c1ccc(/C=C2\NC(=O)NC2=O)cc1` gave SENP8 block-1 -10, SENP6 inh -18, SENP7 inh -5, APOBEC3G inh -5, UBC13 polyUb -20, SENP1 FRET inh -33, SENP8 block-2 -72 and Apaf-1 inh 4.
Screening CN(C)/C=C/C(=O)C(F)(F)F returned SENP8 block-1 -5, SENP6 inh 0, SENP7 inh -9, APOBEC3G inh -2, UBC13 polyUb -4, SENP1 FRET inh 4, SENP8 block-2 7 and Apaf-1 inh 4.
Screening NC(=O)c1ccc(OCC(F)(F)F)nc1 returned SENP8 block-1 -4, SENP6 inh -10, SENP7 inh 1, APOBEC3G inh -9, UBC13 polyUb 8, SENP1 FRET inh 0, SENP8 block-2 11 and Apaf-1 inh -25.
CCNC(=S)Nc1c(C)n(C)n(-c2ccccc2)c1=O was read as SENP8 block-1 -11, SENP6 inh -14, SENP7 inh -5, APOBEC3G inh -10, UBC13 polyUb -15, SENP1 FRET inh 0, SENP8 block-2 2 and Apaf-1 inh 4.
C/C(=N\NC(=O)CNc1cccc(C)c1)c1ccc(Br)s1 was read as SENP8 block-1 3, SENP6 inh -8, SENP7 inh 9, APOBEC3G inh -15, UBC13 polyUb -1, SENP1 FRET inh 0, SENP8 block-2 4 and Apaf-1 inh 5.
`COc1cccc(CNC(=O)CN(C)S(=O)(=O)c2cnc[nH]2)c1` gave SENP8 block-1 3, SENP6 inh -34, SENP7 inh 5, APOBEC3G inh 1, UBC13 polyUb 8, SENP1 FRET inh -1, SENP8 block-2 24 and Apaf-1 inh 9.
C=CCNC(=O)c1cc2c(=O)n3ccccc3nc2s1 was read as SENP8 block-1 -5, SENP6 inh -14, SENP7 inh 1, APOBEC3G inh -9, UBC13 polyUb 28, SENP1 FRET inh -74, SENP8 block-2 -295 and Apaf-1 inh 0.
For Cc1[nH]n(-c2ccccc2)c(=O)c1/C=N/NC(=O)c1cccc(F)c1 the results were SENP8 block-1 -3, SENP6 inh 12, SENP7 inh 5, APOBEC3G inh -6, UBC13 polyUb -1, SENP1 FRET inh -38, SENP8 block-2 13 and Apaf-1 inh 62*.
Screening O=C(O)c1c2c(nc3ccc(Cl)cc13)CCC2 returned SENP8 block-1 -6, SENP6 inh 15, SENP7 inh 9, APOBEC3G inh 15, UBC13 polyUb 0, SENP1 FRET inh -5, SENP8 block-2 -3 and Apaf-1 inh -18.
For O=C1CC(=C(c2ccccc2)c2ccccc2)C(=O)N1CCCCN1CCN(c2cccc(Cl)c2)CC1 the results were SENP8 block-1 -3, SENP6 inh -22, SENP7 inh -2, APOBEC3G inh -2, UBC13 polyUb 5, SENP1 FRET inh 4, SENP8 block-2 21 and Apaf-1 inh 14.
For O=C(COc1ccccc1)Nc1ccc(S(=O)(=O)Nc2ncccn2)cc1 the results were SENP8 block-1 7, SENP6 inh 5, SENP7 inh -2, APOBEC3G inh -1, UBC13 polyUb 3, SENP1 FRET inh 0, SENP8 block-2 4 and Apaf-1 inh -5.
For CCCCc1ccc(S(=O)(=O)NCCc2ccncc2)cc1 the results were SENP8 block-1 -11, SENP6 inh -17, SENP7 inh -2, APOBEC3G inh -2, UBC13 polyUb -4, SENP1 FRET inh 1, SENP8 block-2 5 and Apaf-1 inh 20.
`CCc1ccccc1NC(=S)N(CCCN1CCN(C)CC1)Cc1cccs1` gave SENP8 block-1 2, SENP6 inh -3, SENP7 inh 2, APOBEC3G inh -12, UBC13 polyUb 12, SENP1 FRET inh 0, SENP8 block-2 -24 and Apaf-1 inh -8.

Screening data: PubChem, Sanford-Burnham Center for Chemical Genomics
